TAAR1 agonist – human TAAR1 agonists, primary screen, Fluo-8 calcium fluorescence, CHO RD-HGA16 cells. vehicle wells 0%, saturating PEA agonist 100%. activation, % at 3 µM. hit rate 0.99% among 360,000. Trace amine-associated receptor 1 (Homo sapiens), Q96RJ0;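 active means activation above the mean activation of all test compounds in the run plus 3 SD, cut at about 38% in these data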
Target sequence (Q96RJ0 whole entry, looked up): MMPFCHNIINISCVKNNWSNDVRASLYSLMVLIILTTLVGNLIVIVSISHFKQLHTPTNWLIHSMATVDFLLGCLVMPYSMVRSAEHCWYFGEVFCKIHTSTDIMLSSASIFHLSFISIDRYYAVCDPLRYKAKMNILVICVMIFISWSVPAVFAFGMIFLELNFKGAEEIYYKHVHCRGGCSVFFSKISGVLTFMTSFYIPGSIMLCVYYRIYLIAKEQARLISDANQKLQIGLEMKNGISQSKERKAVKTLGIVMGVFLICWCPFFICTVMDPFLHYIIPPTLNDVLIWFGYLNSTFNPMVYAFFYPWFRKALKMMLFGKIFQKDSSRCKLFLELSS
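System: CHO-derived RD-HGA16 cells with stable Gα16 and human TAAR1. Times: 17-24 h plating, Fluo-8 75 min 37 °C, 30 min RT. Measured by: calcium-sensitive Fluo-8 signal, excitation 470-495, emission 515-575 nm. Read-out basis: % activation relative to PEA EC100 response. Control set: DMSO and PEA EC100. Repeats: no replicates (n 1).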
CHO-K1 Ca antag – nonselective inhibitor or artifact in parental CHO-K1 cells. ATP-induced calcium, Fluo-8 fluorescence. inhibition, % at 3 µM. hit rate 0.6% among 360,000;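 active means inhibition above a per-plate cutoff, the plate's mean sample inhibition plus 3 SD, cut at about 24% in these data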;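 further: 0% = DMSO plus EC80 ATP and 100% = DMSO alone without ATP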
CHO parental Ca – ATP-evoked calcium signal inhibitors, parental CHO, primary screen, counter-screen for OX1R antagonist project, cell-based, fluorescence, Fluo-8 calcium dye; parental CHO-K1, ATP-induced calcium, Fluo-8 fluorescence; inhibition, % at 5.6 µM; hit rate 0.63% among 330,000; AID 463079, 2010;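 active means inhibition above that plate's mean sample inhibition plus 3 SD, cut at about 26% in these data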;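 further: 0% = ATP-challenged DMSO wells and 100% = DMSO wells without ATP; some compounds past the cut are filed as inactive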
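Assay system: parental CHO cells; Read-out basis: percent inhibition of ATP-evoked calcium rise, normalized to controls; Benchmarks: ATP and no-ATP DMSO wells; Compound dosing: single nominal dose of 5.6 µM per compound; Signal: Fluo-8 calcium dye fluorescence; Also added: ATP as calcium-mobilizing challenge; Repeats: singlicate.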
CHRM1 agonist – human M1 muscarinic receptor agonists, primary screen, Fluo-8 calcium fluorescence, CHO-K1 cells, HTS. CHO-K1 hM1, agonist mode; 0% DMSO, 100% acetylcholine EC100. activation, % at 3 µM. hit rate 0.33% among 360,000;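 active means activation above the run's mean compound activation plus 3 SD, cut at about 16% in these data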;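 further: peak over basal fluorescence ratio within a 140 s kinetic read after compound addition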
Target sequence (P11229 whole entry, looked up): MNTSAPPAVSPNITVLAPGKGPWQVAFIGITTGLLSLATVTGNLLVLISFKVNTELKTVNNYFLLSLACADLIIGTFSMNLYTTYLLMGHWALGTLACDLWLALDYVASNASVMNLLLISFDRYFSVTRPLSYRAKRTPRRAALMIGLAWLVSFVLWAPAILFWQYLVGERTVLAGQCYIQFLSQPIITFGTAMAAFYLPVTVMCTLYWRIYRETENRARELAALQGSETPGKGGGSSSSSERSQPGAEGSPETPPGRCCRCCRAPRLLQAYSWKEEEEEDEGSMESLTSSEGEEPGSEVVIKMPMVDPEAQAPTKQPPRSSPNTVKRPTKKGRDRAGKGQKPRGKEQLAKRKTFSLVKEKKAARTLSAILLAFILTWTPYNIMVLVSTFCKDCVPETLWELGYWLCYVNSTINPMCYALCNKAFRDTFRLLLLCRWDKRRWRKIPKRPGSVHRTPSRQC
M1 antag – human M1 muscarinic receptor antagonists, primary screen, CHO-K1 cells, Fluo-8 calcium fluorescence, 1536-well. hit rate 1.3% among 360,000. Muscarinic acetylcholine receptor M1 (Homo sapiens), P11229. CHO-K1 hM1, ACh EC80 antagonist. inhibition, % at 3 µM. AID 588852, 2011;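 active means percent inhibition above its own plate's cutoff, namely the mean of that plate's compound wells plus 3 SD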;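 further: peak over basal fluorescence ratio during 140 s after agonist addition; 0% = ACh EC80 plus DMSO and 100% = DMSO alone without agonist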
TAAR1 antag – human TAAR1 antagonists, primary screen, Fluo-8 calcium fluorescence, CHO RD-HGA16 cells | Trace amine-associated receptor 1 (Homo sapiens), Q96RJ0 | antagonist | inhibition, % at 3 µM | hit rate 1.5% among 360,000;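 active means inhibition above a per-plate cutoff, the mean inhibition of test compounds on that plate plus 3 SD, cut at about 49% in these data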;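 further: 0% = DMSO plus EC80 beta-PEA response and 100% = DMSO alone without agonist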
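Test system – hTAAR1-expressing CHO RD-HGA16 cells, Gα16-coupled · Reagent – β-PEA at EC80 concentration, post-compound challenge · Compound dosing – 3 µM, single point · Timing – 140 s kinetic read after compound, 140 s after agonist · Detection – Fluo-8 intracellular calcium dye fluorescence, real-time kinetic reads · Control set – DMSO and EC80 PEA controls · Repeats – n of 1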
CHRM1 PAM – human M1 muscarinic receptor positive allosteric modulators, primary screen, CHO-K1 cells, Fluo-8 calcium fluorescence, 1536-well; Muscarinic acetylcholine receptor M1 (Homo sapiens), P11229; AID 588819, 2011; hit rate 0.088% among 360,000; activation, % at 3 µM; CHO-K1 hM1, ACh EC20; 0% = ACh EC20, 100% = maximal ACh; in the data active means activation above about 19%, passing the limit was not always enough
M1 ag parental – counter-screen for M1 agonists: effect in parental CHO-K1 cells | Fluo-8 calcium fluorescence; scaled to maximal ATP response, vehicle zero | activation, % at 3 µM | hit rate 0.48% among 360,000; in the data active means activation above about 15%;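 further: untransfected CHO-K1 host cells lacking M1 receptor as counterscreen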
M1 PAM parental – nonselective calcium activators in parental CHO-K1 cells, primary screen, counter-screen for M1 PAM project, cell-based, Fluo-8 calcium fluorescence, full deck, 1536-well | ATP EC20; 0% at ATP EC20, 100% at ATP max | activation, % at 3 µM | hit rate 0.02% among 360,000;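 active means activation above the run cutoff, the mean activation of all test compounds plus 3 SD, cut at about 40% in these data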;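 further: peak over basal fluorescence ratio in a 140 s read after ATP addition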
Active calls of the source: *; nt = not tested or not shown.

SMILES	TAAR1 agonist	CHO-K1 Ca antag	CHO parental Ca	CHRM1 agonist	M1 antag	TAAR1 antag	CHRM1 PAM	M1 ag parental	M1 PAM parental
Cc1c(Cl)cnc(NC(=O)COC(=O)CCC(=O)c2cccs2)c1Cl	-1	4	nt	-7	0	-3	4	0.6	5
O=[N+]([O-])c1ccn(-c2nc(-c3cccs3)cc(C(F)(F)F)n2)n1	0	-1	-1	-2	13	-34	-3	0.4	-8
CN1C(=O)CSc2ccc(NC(=O)NCc3ccco3)cc21	3	-3	-1	-3	9	11	-9	1.6	-1
N#Cc1ccc2c(c1)nnn2-c1ccccc1	1	-8	-6	-5	-6	-7	5	0.6	4
O=C(COC(=O)C1CCN(S(=O)(=O)c2ccc(Cl)c(C(F)(F)F)c2)CC1)NCc1ccco1	1	3	42*	0	-13	8	9	1.3	6
S=C1NC2=C(CCCC2=C2SCCS2)C(c2ccccc2)N1 (stereo not drawn)	4	25*	-25	-3	19	-10	-19	4.9	-10
CC(=O)Nc1ccc(S(=O)(=O)Nc2ccc(F)c([N+](=O)[O-])c2)cc1	10	20	-10	-5	-3	6	1	-0.1	-4
CC(C)(C)OC(=O)N1CCC(C(=O)N[C@H](Cc2ccccc2)C(=O)O)CC1	8	7	0	1	6	16	4	-0.3	-5
COc1ccc(NC(=O)COC(=O)c2ccc(S(=O)(=O)N(C)c3ccccc3OC)cc2)cc1	3	-25	nt	-3	17	35	-6	6.5	9
Cc1ccc(N=Nc2c(N)nn3c(C)cc(C)nc23)cc1	-2	-16	-15	-6	0	2	4	0.5	23
COc1ccc(CNC(=O)COc2ccc(S(=O)(=O)N3CCOCC3)cc2)cc1	1	-1	-7	-2	0	-7	0	1.0	-10
CC(C)C[C@H](NC(=O)c1nc[nH]c1C(=O)N1CCNCC1)C(=O)OC(C)(C)C	5	-7	-1	1	-12	5	10	0.0	-14
Clc1cccc(N2CCN(c3nnnn3-c3ccccc3)CC2)c1	-1	-10	-16	2	-13	-6	17	2.5	9
CC(C)c1ccc(-c2cc(C(=O)NN3CCN(C)CC3)c3ccccc3n2)cc1	4	-11	-17	1	-1	-1	7	3.4	15
Cc1ccc(N2NC(C)(c3cccs3)NC2=S)cc1 (stereo not drawn)	8	-4	-7	-7	-15	1	3	0.0	7
C/C(=C\c1ccccc1)CN1CCC(C(=O)N2CCCC(C)C2)CC1 (stereo not drawn)	2	2	-8	-11	-1	1	-6	0.9	-6
COc1ccc2c(c1)cc1c(=O)n(CC(=O)NCCCN3CCOCC3)nc(C)n12	16	1	-11	-2	0	-23	2	0.0	-8
O=C(N/N=C1\CCCc2c1[nH]c1ccc(Cl)cc21)c1ccncc1	1	-9	-6	-1	0	-6	6	2.0	5
CC(=O)c1cccc(NC(=O)C2CCN(S(C)(=O)=O)CC2)c1	12	-7	-1	-5	-11	-23	13	0.2	33
O=C(CSC1=NC(=O)C(Cc2ccccc2)C(=O)N1)NC1CCCCC1 (stereo not drawn)	4	-1	-11	-5	1	-5	-1	0.0	6
CCc1sc(NC(=O)CN2CCC(C(N)=O)CC2)nc1-c1ccccc1	8	1	-10	-8	4	-23	-4	-0.1	-8
COC(=O)[C@]1(Cc2ccccc2)N[C@H](c2ccc(SC3CCCCC3)c(OC)c2)[C@@H]2C(=O)N(C)C(=O)[C@@H]21	0	-18	-24	0	1	-3	3	1.3	7
C=CCOc1ccc(/C(O)=C2/C(=O)C(=O)N(CCCn3ccnc3)C2c2cccs2)cc1 (stereo not drawn)	0	5	-13	-4	21	-9	-5	0.2	-5
NS(=O)(=O)c1ccc(NC(=S)Nc2ccc(S(=O)(=O)N3CCCC3)cc2)cc1	3	0	2	-3	-4	21	6	0.0	-10
NS(=O)(=O)c1ccc(CCNC(=O)C2CCN(S(=O)(=O)c3ccccc3)CC2)cc1	1	-6	1	-3	0	-23	3	1.1	-5
SMILES	TAAR1 agonist	CHO-K1 Ca antag	CHO parental Ca	CHRM1 agonist	M1 antag	TAAR1 antag	CHRM1 PAM	M1 ag parental	M1 PAM parental
COc1ccc(CCNC(=O)CN(C)S(=O)(=O)c2ccc3nc(C)sc3c2)cc1OC	1	-6	-6	-2	-10	-6	8	1.9	9
Cn1c(SCC(=O)OC2CCCCC2)nnc1-c1ccco1	5	-8	-9	-3	-34	6	-1	0.5	18
CCOc1ccc(NC(=O)c2ccc(N)cc2)cc1	0	0	10	0	1	-9	-3	0.0	10
C=CCN=C1S/C(=C\c2ccc(N(C)C)cc2)C(=O)N1CC=C	9	1	-25	-4	-8	-34	0	2.1	5
CN(CC(=O)Nc1ccc(Cl)cc1)C(=O)c1cccc(S(=O)(=O)N2CCN(Cc3ccccc3)CC2)c1	18	2	37*	-2	0	50*	1	2.2	-7
Cc1cc(C)c2c(N)c(C(=O)c3ccccc3)oc2n1	0	-13	-8	-3	1	2	0	0.4	4
Nc1nc(COC(=O)C2CC(=O)N(Cc3ccccc3Cl)C2)nc(Nc2ccccc2)n1 (stereo not drawn)	10	-9	-21	0	-11	11	10	2.6	0
COc1ncccc1C(=O)N1CCCC(C(=O)Nc2cccc(-c3ccc(F)cc3)c2)C1 (stereo not drawn)	5	6	nt	-2	14	8	-6	2.2	-10
COC(=O)c1ccccc1C(=O)N1CCCC(C(=O)c2ccc(OC)c(OC)c2)C1 (stereo not drawn)	2	-9	-18	-3	-9	-9	7	1.8	-4
COc1ccc(/C=C/C(=O)NC2CCCCCCC2)cc1S(=O)(=O)N1CCOCC1	4	0	-16	-9	3	22	-4	2.4	12
Cn1cnnc1SCC(=O)c1c(N)n(Cc2ccccc2)c(=O)n(C)c1=O	5	-13	2	-7	-9	-18	12	-0.1	23
COC(=O)c1c[n+]([O-])ccc1OC	nt	0	nt	-1	4	nt	0	0.4	10
Cc1cc(Cl)c(S(=O)(=O)NCC2CCCO2)cc1OCC(=O)NC1CCCCC1 (stereo not drawn)	5	-3	-20	-1	10	21	-1	3.8	15
CC1CCCCC1NC(=O)c1ccc(S(=O)(=O)N2CCCC2)cc1 (stereo not drawn)	8	-9	-7	-6	-18	-1	3	0.5	12
O=C(N/N=C\C=C\c1ccc2c(c1)OCO2)C1COc2cc3ccccc3cc2O1 (stereo not drawn)	2	15	-17	-2	11	24	-12	0.1	-5
COc1cc(C=O)ccc1OCc1cn(CC(=O)c2ccc(O)cc2)nn1	2	7	nt	0	-3	-19	2	0.2	0
Nc1nc(-c2cccc(NS(=O)(=O)c3ccccc3)c2)cs1	17	-10	-9	-1	-3	-4	3	5.4	16
CCOC(=O)c1ccc2c(c1)nc(C1CCN(S(=O)(=O)c3cccs3)CC1)n2CC	24	-6	2	-5	15	26	-23	15*	3
Cc1ccc(C(=O)N/C(=C\c2cn(S(=O)(=O)N(C)C)c3ccccc23)C(=O)NCCCn2ccnc2)cc1	2	-11	-29	-6	0	0	2	0.7	19
COc1cccc(NC(=O)CN(C)C(=O)C(CCSC)NC(=O)c2ccco2)c1 (stereo not drawn)	4	-13	-6	-2	3	19	-3	2.4	6
CCN1CCN(c2ccc(S(=O)(=O)N3CCCCC3)cc2NC(=O)/C=C/c2ccc(Cl)cc2)CC1	10	-13	nt	-5	-6	-1	9	1.6	16
CCOC(=O)[C@]12CCC=C1N(Cc1ccc3c(c1)OCO3)C(=O)[C@H](CC(=O)NCc1ccc(C)o1)C2	2	-1	nt	nt	nt	-29	nt	0.2	8
Cc1cccc(NC(=O)C(=O)NCc2ccc3c(c2)OCO3)c1C	56*	-14	15	-2	-7	36	7	5.5	14
O=C(NCc1ccncc1)C(=O)N/N=C/c1ccccc1OCc1ccccc1	2	-16	-25	-6	-10	-20	5	-0.9	6
O=C(Nc1c2c(nc3ccccc13)CCCC2)c1ccccc1F	-1	-2	-23	-8	-5	-5	1	1.0	17
SMILES	TAAR1 agonist	CHO-K1 Ca antag	CHO parental Ca	CHRM1 agonist	M1 antag	TAAR1 antag	CHRM1 PAM	M1 ag parental	M1 PAM parental
Cc1cc(NC(=O)COC(=O)CC2CCCC2)c([N+](=O)[O-])cc1C	1	-3	-13	-1	-17	-11	17	-0.5	13
COc1ccc(S(=O)(=O)Cc2ccc(C(=O)NC3CCCCC3)o2)cc1	0	-1	-13	-1	-19	4	18	2.0	-5
CC(Sc1nncn1C)C(=O)Nc1ccccc1-c1ccccc1 (stereo not drawn)	4	-25	-8	1	-7	-4	13	0.6	13
Cc1ccc(N(CC(=O)NC2CC3CCC2C3)S(C)(=O)=O)cc1C (stereo not drawn)	2	-14	-22	-4	-6	17	11	-0.4	-2
CN1CCN(c2ccccc2NC(=O)c2ccc(-c3ccccc3)cc2)CC1	15	-14	-13	-2	-37	11	-4	1.9	16
COc1ccccc1-c1nn(-c2ccccc2)cc1C(=O)N1CCN(C(=O)c2ccco2)CC1	0	4	-11	3	4	-7	14	-0.3	4
CN(CC(=O)Nc1ccccc1Cl)C(=O)c1cc(=O)[nH]c2ccccc12	0	-6	-33	-4	-14	5	-2	0.7	-2
CCCC[C@@H]1CN=C(N)N1CCc1cccc(F)c1	5	-10	-18	-3	19	-6	-14	-0.2	-10
COc1ccc(/C=C/C(=O)NCCSCc2ccco2)cc1	3	-8	-21	-9	4	-11	4	1.5	24
COc1cccc(OCC(=O)NNC(=O)C(=O)Nc2cccc(C)c2)c1	1	0	-14	-3	-1	-29	1	0.0	8
C/C(=N/NC(=O)c1ccccc1)c1ccc(NC(=O)C(F)(F)F)cc1	-1	-8	-6	-8	-8	-7	10	1.9	23
CC(O)(C#CCN1CCOCC1)c1ccccc1 (stereo not drawn)	11	-3	nt	-1	-10	-6	-5	0.2	1
CN(CCC1CCOCC1)C(=O)CC1C(=O)NCCN1CC1CCCCC1 (stereo not drawn)	3	-2	-9	-5	6	-23	5	0.6	16
COc1ccc(/C=C2/C(=O)N(c3cccc(F)c3)N=C2C)c(OC)c1	2	0	-5	1	-5	-13	11	0.5	10

Entries of single compounds, looked up by structure. Order of screens: TAAR1 agonist | CHO-K1 Ca antag | CHO parental Ca | CHRM1 agonist | M1 antag | TAAR1 antag | CHRM1 PAM | M1 ag parental | M1 PAM parental
CC(Sc1nncn1C)C(=O)Nc1ccccc1-c1ccccc1 (stereo not drawn) reads 4 | -25 | -8 | 1 | -7 | -4 | 13 | 0.6 | 13
COc1ccccc1-c1nn(-c2ccccc2)cc1C(=O)N1CCN(C(=O)c2ccco2)CC1 reads 0 | 4 | -11 | 3 | 4 | -7 | 14 | -0.3 | 4
COc1ccc(/C=C2/C(=O)N(c3cccc(F)c3)N=C2C)c(OC)c1 reads 2 | 0 | -5 | 1 | -5 | -13 | 11 | 0.5 | 10

High-throughput results as filed in PubChem BioAssay.
